PfGluPho inh – PfG6PD (Plasmodium falciparum) enzyme inhibition | actives 0.78% (n = 350,000) | PfGluPho enzyme, NADPH resazurin-diaphorase fluorescence | inhibition, % at 20 µM;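 active = inhibition reaching at least a set limit at 20 µM in the primary screen, cut at about 59% in these data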;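 also: 0% = DMSO wells with substrate and 100% = DMSO wells lacking glucose-6-phosphate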
SENP8 inh – SENP8 (human) protease inhibition; Q96LD8; recombinant SENP8, Nedd8 substrate fluorescence; inhibition, % at 20 µM; actives 0.64% (n = 360,000); AID 602440; in the data active = inhibition mostly above about 40%, no sharp cut-off; inactive = mostly below about 27%
Target sequence (Q96LD8 whole entry, looked up): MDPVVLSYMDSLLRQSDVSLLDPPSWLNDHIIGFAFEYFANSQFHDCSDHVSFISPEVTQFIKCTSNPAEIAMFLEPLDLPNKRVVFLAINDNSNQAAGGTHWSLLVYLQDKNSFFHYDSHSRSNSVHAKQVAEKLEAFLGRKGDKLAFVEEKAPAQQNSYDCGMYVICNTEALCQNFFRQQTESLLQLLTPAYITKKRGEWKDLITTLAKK
SENP1 inh – blocks the human SENP1 SUMO protease catalytic domain; Q9P0U3; recombinant SENP1 catalytic domain, CyPet-SUMO1-YPet FRET cleavage; inhibition, % at 10 µM; actives 0.21% (n = 360,000); AID 624204;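 active = inhibition at least 30% at 10 µM, raw YFP signal under a set limit, fluorescence ratio 0.5 to 1.5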;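 also: 0% = enzyme with DMSO and 100% = no enzyme wells; some results filed as inactive read as strong as hits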
Target sequence (Q9P0U3 419-644 limits assumed): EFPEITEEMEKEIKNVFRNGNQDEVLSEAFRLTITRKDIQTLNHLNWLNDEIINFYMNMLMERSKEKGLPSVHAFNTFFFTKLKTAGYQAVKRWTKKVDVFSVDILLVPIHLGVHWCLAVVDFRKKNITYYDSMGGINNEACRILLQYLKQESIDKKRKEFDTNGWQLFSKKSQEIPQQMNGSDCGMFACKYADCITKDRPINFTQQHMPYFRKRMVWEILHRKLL
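Material – human SENP1 catalytic domain · Input – SENP1 enzyme, 20 pM final · Compound dosing – single concentration of 10 µM compound, 0.5% DMSO final · Timing – enzyme reaction for 50 min at room temperature, dark · Measured by – FRET fluorescence in CFP and YFP emission channels · Control set – no-enzyme wells low, DMSO-plus-enzyme wells high control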
* marks the source's active call; other numbers are inactive results.

Each structure is followed by: SENP8 inh | SENP1 inh | PfGluPho inh
1) C[C@H]1CN([C@@H](C)CO)C(=O)CCCn2nncc2CO[C@H]1CN(C)S(=O)(=O)c1ccccc1
    6 | -1 | 6
2) Cc1ccc([C@H]2C[C@@H](O)[C@H](n3cc(COC(=O)c4ccccc4)nn3)CN2Cc2cccs2)cc1
    10 | 1 | 0
3) C[C@H]1C(=O)N(C)CCN1C(=O)c1ccc(OC2CCN(CCc3ccccc3)CC2)cc1
    10 | 0 | -9
4) O=S(=O)(Nc1ccc(-c2cn3c(n2)SCC3)cc1)c1cc(F)ccc1F
    9 | -1 | -4
5) CSC[C@H]1CN(CCc2ccccc2)C(=O)[C@@H]1CC(=O)Nc1ccc(Br)cc1
    4 | 0 | 20
6) N#Cc1ccccc1C[C@H](N)C(=O)NC[C@H]1O[C@@H](n2ccc(N)nc2=O)[C@H](O)[C@@H]1O
    24 | 7 | -22
7) O=C(COC(=O)/C=C/c1ccc(Cl)cc1Cl)Nc1cccc(S(=O)(=O)NC2=NCCC2)c1
    9 | 2 | 13
8) CCN1C(=O)[C@H]2[C@@H](c3ccc(OC)cc3)N[C@]3(CCCN(CC4CCCCC4)C3=O)[C@H]2C1=O
    13 | 2 | 7
9) C[C@H]1CN([C@@H](C)CO)S(=O)(=O)c2ccc(Br)cc2O[C@H]1CN(C)Cc1ccccc1
    13 | 1 | 16
10) CCCCCC(=O)N1C[C@H](n2cc(C3CC3)nn2)[C@@H](O)C[C@@H]1c1ccc(Cl)cc1
    8 | -1 | 6
11) Cc1ccc(NC(=C(C#N)C#N)c2ccccc2)cc1
    14 | 3 | 29
12) C[C@@H]1CN([C@@H](C)CO)C(=O)CCCn2nncc2CO[C@H]1CN(C)Cc1ccc2cccnc2c1
    17 | 3 | -4
13) C#CCN(C[C@@H]1[C@@H](OC(=O)NCCCCCC)[C@@H](OC(=O)NCCCCCC)Cn2c(=O)n(CCCCCC)c(=O)n21)S(=O)(=O)c1ccc(C)cc1
    0 | 2 | -42
14) COc1ccc([C@H]2C[C@@H](n3cc(COC(=O)c4ccccc4)nn3)[C@H](O)CN2Cc2cccs2)cc1
    13 | 1 | 15
15) Cc1c(-c2ccc(OCCN3CCCCC3)cc2)c(=O)oc2ccc3ccccc3c12
    -340 | -2 | 4
16) C[C@@H]1CN([C@H](C)CO)C(=O)CCCn2nncc2CO[C@H]1CN(C)Cc1ccccc1
    0 | 1 | -11
17) Cc1cn([C@H]2C[C@H](O)[C@@H](CNCc3ccc(F)c(N4CCOCC4)c3)O2)c(=O)[nH]c1=O
    14 | 0 | 4
18) COc1ccc(NC(=O)O[C@@H](C)[C@@H]2CN3CCc4c([nH]c5ccc(-c6ccc(OC)cc6)cc45)[C@@H]3C[C@@H]2N(C)C(=O)Nc2ccc(OC)cc2)cc1
    -28 | -17 | 10
19) NC(CSC1(c2ccc(F)cc2)c2ccccc2-c2ccccc21)C(=O)O (stereo unspecified)
    14 | -4 | 17
20) Cc1c(Cl)cnc(NC(=O)COC(=O)c2cccc(S(=O)(=O)N3CCOCC3)c2)c1Cl
    17 | 1 | 14
21) Cc1nccn1CCC(=O)NC1CCCc2c1cnn2-c1ccc(C(C)(C)C)cc1 (stereo unspecified)
    4 | -2 | -5
22) CCCCn1c(SCC(=O)NC2CC2)nc2cc(C(=O)OC)ccc2c1=O
    -63 | 2 | 18
23) CC(C)(CNC(=O)c1cccc(S(=O)(=O)N2CCCCC2)c1)N1CCOCC1
    11 | 0 | -9
24) CCCC(=O)NC(c1cccc([N+](=O)[O-])c1)c1ccc2cccnc2c1O (stereo unspecified)
    6 | 1 | 19
25) COCOCCn1cc(CN2CCS(=O)(=O)N(Cc3ccc(-c4ccc(Cl)c(Cl)c4)cc3)C(C)C2=O)nn1 (stereo unspecified)
    11 | 0 | 26
26) O=C(c1ccc2c(c1)OCCO2)N1CCN(c2ccc(C(F)(F)F)cn2)CC1
    -6 | 1 | 0
27) COc1ccc([C@H]2N[C@]3(CCCN(Cc4ccc(Cl)cc4)C3=O)[C@H]3C(=O)N(Cc4ccccc4)C(=O)[C@@H]23)cc1
    -7 | 1 | 9
28) COc1cc(C(=O)NN=Cc2ccc(N(C)C)cc2)cc(OC)c1OC
    -466 | -15 | -2
29) COc1ccc(CN2C(=O)C(CC(=O)NC3CCCC3)CC(C(=O)N(C)C)=C2C)cc1 (stereo unspecified)
    2 | 0 | 0
30) COCCNC(=O)CSc1nc(N)c(NC(=O)c2ccco2)c(=O)[nH]1
    16 | 6 | 4
31) COc1ccccc1-c1ccc2c(c1)O[C@@H](CN(C)C(=O)c1ccncc1)[C@H](C)CN([C@@H](C)CO)S2(=O)=O
    -9 | 3 | 7
32) COc1ccc(C)cc1Nc1ncnc2c1nnn2Cc1ccccc1Cl
    -133 | 1 | 14
33) Cc1ccccc1CSCC1Nc2ccc(C(=O)NCCc3ccccc3)cc2NC1=O (stereo unspecified)
    -265 | -18 | 15
34) CCOC(=O)Nc1ccc(S(=O)(=O)N2CCC(c3nc4ccccc4[nH]3)CC2)cc1
    -2 | 2 | -1
35) COc1cccc(-c2cc3nc(C)c(C)c(N4CCN(C(=O)c5ccoc5)CC4)n3n2)c1
    -330 | 3 | 19
36) CC(=O)N1CCN(S(=O)(=O)c2cccc(C(=O)NC3CCCC(C)C3C)c2)CC1 (stereo unspecified)
    4 | -1 | -11
37) COc1cccc(NC(=S)NC2CC(C)CC(C)(C)C2)c1 (stereo unspecified)
    15 | 0 | 5
38) CSCCC(NC(=O)c1ccccc1Cl)C(=O)NCCOc1ccc(C)cc1 (stereo unspecified)
    21 | -2 | -4
39) O=C(OCc1ccccc1)N1CCC2CC1c1ccc(Cl)cc12 (stereo unspecified)
    12 | 0 | -8
40) COc1ccc(-n2c(SCC(=O)NCC3CCCO3)nc3ccccc3c2=O)cc1Cl (stereo unspecified)
    11 | -21 | 7
41) O=C(CSc1nnc(-c2ccncc2)n1C1CC1)c1cccs1
    12 | 0 | 28
42) CCN(CC)C(=O)C1=C(C)N(Cc2ccc(OC)cc2)C(=O)C(CC(=O)NCc2cccs2)C1 (stereo unspecified)
    12 | 1 | -8
43) Nc1ccc(Cl)cc1C(=O)c1ccc[nH]1
    15 | -30 | 5
44) Cc1cccc(S(=O)(=O)N(C)C[C@@H]2OCc3cnnn3CCCC(=O)N([C@H](C)CO)C[C@@H]2C)c1
    7 | -1 | 0
45) Cc1ccc(S(=O)(=O)N(C)c2ccc(C(=O)NCC(c3ccccc3)N3CCCC3)cc2)cc1 (stereo unspecified)
    10 | -1 | 27
46) O=P1(O)CC2=C(CC=CC2)C1
    8 | 0 | -12
47) O=C(CCc1c[nH]c2ccccc12)OCC(=O)c1ccccc1
    16 | 2 | 19
48) CC1(C)CN(C2CCCCC2)C(=O)[C@H]1CC(=O)Nc1ccc(Br)cc1
    11 | 0 | 10
49) O=C(C1CCCCC1)N1C[C@@H](O)[C@H](n2cc(-c3ccc(F)cc3)nn2)C[C@@H]1c1ccc(Cl)cc1
    15 | 1 | 13
50) Cc1ccc(NC(=O)C(C)Sc2nnc3n2CCCCC3)cc1S(=O)(=O)N1CCOCC1 (stereo unspecified)
    12 | 2 | 26

Continuation.
Each structure is followed by: SENP8 inh | SENP1 inh | PfGluPho inh
51) CCCCn1c(NCc2cc(C)ccc2O)nc2ccccc21
    9 | 1 | -7
52) Cc1ccc(S(=O)(=O)N(C)C[C@H]2OCCCC[C@@H](C)Oc3ccc(NC(=O)Cc4ccccc4)cc3C(=O)N([C@H](C)CO)C[C@@H]2C)cc1
    9 | 1 | 4
53) Cc1cc(C)n(-c2ccc(C(=O)N3CCN(S(=O)(=O)c4ccc(Br)cc4Cl)CC3)cc2)n1
    42* | 3 | 1
54) C[C@H](CO)N1C[C@H](C)[C@H](CN(C)C(=O)c2ccccc2)Oc2cc(Br)ccc2S1(=O)=O
    -12 | 2 | 8
55) C[C@@H]1CN([C@@H](C)CO)C(=O)CCCn2nncc2CO[C@H]1CN(C)C(=O)Nc1ccc2c(c1)OCO2
    -8 | -1 | -11
56) COc1cccc(CN2C(=NC(=O)C3CCCO3)SC3CS(=O)(=O)CC32)c1 (stereo unspecified)
    6 | 0 | -7
57) CCC(Sc1nc2ccsc2c(=O)n1CCC(=O)O)C(=O)Nc1ccc(Cl)cc1 (stereo unspecified)
    22 | 1 | -20
58) Cc1nn(C)c2c1NC(=O)CS2
    11 | -1 | -15
59) Cc1nc(N/N=C/c2cccnc2)cc(N2CCOCC2)n1
    0 | 2 | 2
60) Cc1c(Cc2ccccc2)[n+](=O)c2ccccc2n1[O-]
    10 | -2 | -1

Complete entries, looked up by structure.
`CCC(Sc1nc2ccsc2c(=O)n1CCC(=O)O)C(=O)Nc1ccc(Cl)cc1` (stereo unspecified) across the screens: SENP8 inh = 22; SENP1 inh = 1; PfGluPho inh = -20
`Cc1cc(C)n(-c2ccc(C(=O)N3CCN(S(=O)(=O)c4ccc(Br)cc4Cl)CC3)cc2)n1` across the screens: SENP8 inh = 42*; SENP1 inh = 3; PfGluPho inh = 1

The listing continues:
Each structure is followed by: SENP8 inh | SENP1 inh | PfGluPho inh
61) COc1ccc(CN(C)C(=O)C2CSC3(C)CCC(=O)N23)c(OC)c1 (stereo unspecified)
    5 | 0 | -3
62) CN(Cc1ccccc1)C(=O)C(=O)c1c[nH]c2ccccc12
    9 | 1 | 18
63) CC(=O)NC1CC2CCCC(C1)N2C(=O)Nc1c(C)cccc1C (stereo unspecified)
    6 | 0 | -5
64) CCOC(=O)CCCCCC(=O)Nc1ccc2c(c1)C(=O)N([C@@H](C)CO)C[C@H](C)[C@H](CN(C)S(=O)(=O)c1ccc(OC)cc1)OCCCC[C@H](C)O2
    -8 | 1 | 18
65) CCCCCCN1C[C@@H](O)[C@H](n2cc(COC(=O)c3ccccc3)nn2)C[C@@H]1c1ccc(Cl)cc1
    6 | 0 | -5
66) C[C@H]1CN([C@@H](C)CO)C(=O)c2cc(Br)cnc2O[C@@H]1CN(C)S(=O)(=O)c1cn(C)cn1
    0 | -1 | 1
67) O=C1NC(Cc2ccccc2)c2nc3ccc(Cl)cc3c(=O)n2-c2cc3ccccc3cc21 (stereo unspecified)
    -12 | -3 | -12
68) CC1=C(C(=O)N2CCOCC2)CC(CC(=O)NC2CCCC2)C(=O)N1Cc1ccc(F)cc1 (stereo unspecified)
    -18 | 4 | -6
69) CCN(CC)C(=O)C1=C(C)N(CCCOC)C(=O)C(CC(=O)NC2CC2)C1 (stereo unspecified)
    -6 | -3 | -16
70) O=C1NC(Cc2ccccc2)c2nc3cc(F)ccc3c(=O)n2-c2cc3ccccc3cc21 (stereo unspecified)
    -6 | -3 | 0
71) N#CCCn1cc(C(=O)CN2C(=O)NC3(CCc4ccccc43)C2=O)c2ccccc21 (stereo unspecified)
    -4 | -55 | 15
72) CCN(CC(=O)Nc1cc(Cl)ccc1C)C(=O)C1CCN(c2ncnc3sc(C)c(C)c23)CC1
    -9 | -4 | 5
73) C[C@@H]1CN([C@H](C)CO)C(=O)CCCn2nncc2CO[C@@H]1CN(C)S(=O)(=O)c1ccc2ccccc2c1
    6 | 1 | -14

An excerpt of these results, screen by screen.
[56] COc1cccc(CN2C(=NC(=O)C3CCCO3)SC3CS(=O)(=O)CC32)c1 (stereo unspecified)
[57] CCC(Sc1nc2ccsc2c(=O)n1CCC(=O)O)C(=O)Nc1ccc(Cl)cc1 (stereo unspecified)
[58] Cc1nn(C)c2c1NC(=O)CS2
[59] Cc1nc(N/N=C/c2cccnc2)cc(N2CCOCC2)n1
[60] Cc1c(Cc2ccccc2)[n+](=O)c2ccccc2n1[O-]
[61] COc1ccc(CN(C)C(=O)C2CSC3(C)CCC(=O)N23)c(OC)c1 (stereo unspecified)
[62] CN(Cc1ccccc1)C(=O)C(=O)c1c[nH]c2ccccc12
assay / entry	56	57	58	59	60	61	62
SENP8 inh	6	22	11	0	10	5	9
SENP1 inh	0	1	-1	2	-2	0	1
PfGluPho inh	-7	-20	-15	2	-1	-3	18

[63] CC(=O)NC1CC2CCCC(C1)N2C(=O)Nc1c(C)cccc1C (stereo unspecified)
[64] CCOC(=O)CCCCCC(=O)Nc1ccc2c(c1)C(=O)N([C@@H](C)CO)C[C@H](C)[C@H](CN(C)S(=O)(=O)c1ccc(OC)cc1)OCCCC[C@H](C)O2
[65] CCCCCCN1C[C@@H](O)[C@H](n2cc(COC(=O)c3ccccc3)nn2)C[C@@H]1c1ccc(Cl)cc1
[66] C[C@H]1CN([C@@H](C)CO)C(=O)c2cc(Br)cnc2O[C@@H]1CN(C)S(=O)(=O)c1cn(C)cn1
[67] O=C1NC(Cc2ccccc2)c2nc3ccc(Cl)cc3c(=O)n2-c2cc3ccccc3cc21 (stereo unspecified)
[68] CC1=C(C(=O)N2CCOCC2)CC(CC(=O)NC2CCCC2)C(=O)N1Cc1ccc(F)cc1 (stereo unspecified)
[69] CCN(CC)C(=O)C1=C(C)N(CCCOC)C(=O)C(CC(=O)NC2CC2)C1 (stereo unspecified)
assay / entry	63	64	65	66	67	68	69
SENP8 inh	6	-8	6	0	-12	-18	-6
SENP1 inh	0	1	0	-1	-3	4	-3
PfGluPho inh	-5	18	-5	1	-12	-6	-16

[70] O=C1NC(Cc2ccccc2)c2nc3cc(F)ccc3c(=O)n2-c2cc3ccccc3cc21 (stereo unspecified)
[71] N#CCCn1cc(C(=O)CN2C(=O)NC3(CCc4ccccc43)C2=O)c2ccccc21 (stereo unspecified)
[72] CCN(CC(=O)Nc1cc(Cl)ccc1C)C(=O)C1CCN(c2ncnc3sc(C)c(C)c23)CC1
assay / entry	70	71	72
SENP8 inh	-6	-4	-9
SENP1 inh	-3	-55	-4
PfGluPho inh	0	15	5

Bioassay records as filed in PubChem.

Some of the compounds tested. The share of hits here may be higher or lower than overall.
